# Screens as filed in PubChem BioAssay.
# GalR3 antagonist – blocks the human galanin receptor 3. O60755. HEK293 GalR3-CNG cAMP membrane potential fluorescence; galR3 body fused to GalR1 C-terminus. inhibition, % at 3 µM. 0.44% of 360,000 active;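 active = inhibition above the screen-wide average plus 3 SD, cut at about 13% in these data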;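 note: forskolin and galanin both at EC90 stimulate the cells; cAMP rise reported by CNG channel membrane potential dye signal; 0% = forskolin plus galanin with DMSO and 100% = forskolin alone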
# CRFR2-BP antag – antagonists of CRF-binding protein/CRF-R2 receptor complex | inhibition, % at 11.8 µM | 0.59% of 350,000 active | HEK293 CRF-R2/CRF-BP, CRF-induced calcium fluorescence;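 active = inhibition of the ligand-induced calcium signal above about 50% at the single tested concentration, limit read from the data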
# IDE cell activ – boosts human insulin-degrading enzyme activity in HEK cells | FAbeta-B cleavage, fluorescence polarization; 0% vehicle, 100% cell-free pure enzyme wells | 0.073% of 340,000 active | AID 493087 | activation, % at 5.96 µM;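 active = activation above the mean of all tested compounds plus 3 SD, set per screening campaign, cut at about 17% in these data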
# Target sequence (P14735 whole entry, looked up): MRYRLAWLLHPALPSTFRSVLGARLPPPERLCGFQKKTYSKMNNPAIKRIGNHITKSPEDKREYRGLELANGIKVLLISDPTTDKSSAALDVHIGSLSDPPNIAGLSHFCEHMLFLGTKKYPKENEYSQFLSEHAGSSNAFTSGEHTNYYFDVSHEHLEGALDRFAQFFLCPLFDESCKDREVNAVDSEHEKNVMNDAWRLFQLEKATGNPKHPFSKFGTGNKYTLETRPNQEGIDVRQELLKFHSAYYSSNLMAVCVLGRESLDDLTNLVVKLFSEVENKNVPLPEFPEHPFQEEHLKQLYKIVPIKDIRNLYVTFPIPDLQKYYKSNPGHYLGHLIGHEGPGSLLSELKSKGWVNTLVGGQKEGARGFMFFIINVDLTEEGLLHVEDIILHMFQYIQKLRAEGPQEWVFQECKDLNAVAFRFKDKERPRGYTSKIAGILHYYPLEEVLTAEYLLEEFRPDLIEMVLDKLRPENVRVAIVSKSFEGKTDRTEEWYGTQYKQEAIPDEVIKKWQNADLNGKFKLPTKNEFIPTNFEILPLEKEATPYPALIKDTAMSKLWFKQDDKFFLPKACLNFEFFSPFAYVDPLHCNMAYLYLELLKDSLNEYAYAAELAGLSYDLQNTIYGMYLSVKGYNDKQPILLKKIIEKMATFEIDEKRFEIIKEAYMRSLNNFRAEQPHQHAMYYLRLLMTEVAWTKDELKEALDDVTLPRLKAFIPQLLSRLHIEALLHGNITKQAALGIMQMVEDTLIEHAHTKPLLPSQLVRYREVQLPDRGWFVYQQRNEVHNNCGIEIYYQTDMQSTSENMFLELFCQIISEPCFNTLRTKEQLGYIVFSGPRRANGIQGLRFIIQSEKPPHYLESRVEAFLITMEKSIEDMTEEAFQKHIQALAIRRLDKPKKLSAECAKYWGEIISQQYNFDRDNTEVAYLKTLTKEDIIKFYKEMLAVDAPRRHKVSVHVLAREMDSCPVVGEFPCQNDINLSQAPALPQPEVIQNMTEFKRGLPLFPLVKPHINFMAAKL
# * hit, by the source's call. Not all compounds are listed; count on the stated rates, not on these rows.
GalR3 antagonist | Molecule | CRFR2-BP antag | IDE cell activ
-3 | O=C(COC(=O)c1ccc(Cl)cc1)NC(=O)NC1CCCC1 | -11 | 2
-3 | CC(/C=C/c1ccc(O)cc1)=NNc1ccccc1 | 17 | 4
-6 | Cc1[nH]nc(C(=O)NN=Cc2ccccc2Cl)c1N=NN(C)C | 5 | 3
-5 | CCOc1cc(C)nc(N2CCC(C(=O)NCC3CCCO3)CC2)n1 (configuration not stated) | 4 | 2
-3 | COc1ccc(C2/C=C\CN(C(=O)c3ccccc3)CC(=O)N2Cc2cccc(F)c2)cc1 (configuration not stated) | 6 | 5
0 | CCN1CCN(C(=O)c2cc(S(=O)(=O)N3CC(C)CC(C)C3)ccc2Cl)CC1 (configuration not stated) | -15 | -1
-13 | COc1cc(CNc2ccc(S(N)(=O)=O)cc2)ccc1OCc1ccccc1F | 16 | -1
-3 | COc1ccc(NC(=O)CCC(=O)c2cc(C)sc2C)cc1 | 8 | 3
0 | CN(C)c1cccc(F)c1C(=O)NC(=O)Nc1ccc(Cl)cc1 | -62 | 3
-8 | COc1cc2c(cc1OC)[C@@H](NC(=O)COc1ccccc1)[C@H](OCc1ccccc1)C2 | 1 | 1
-4 | CC12CCC(C(N)C1=O)C2(C)C (configuration not stated) | 6 | 6
1 | CCc1ccc2c(c1)C(=O)CCC2 | 20 | 3
-6 | OC[C@@H]1[C@@H](c2ccc(Cl)cc2)C(c2cccc(Cl)c2)=NN1c1ccccc1 | 36 | 3
0 | COc1ccccc1OCCNC(=O)c1ccc(NC(=O)CC2SC(N3CCCC3)=NC2=O)cc1 (configuration not stated) | 9 | 7
-5 | COc1ccc(CC(=O)Nc2cc(S(=O)(=O)N3CCOCC3)ccc2N2CCCC2)c(OC)c1 | -8 | 4
-8 | COc1ccc2c(CC(=O)OCC(=O)N(C)c3c(N)n(Cc4ccccc4)c(=O)[nH]c3=O)coc2c1 | -2 | 5
-6 | CCOC(=O)c1c[nH]c2c([N+](=O)[O-])cc(OC)cc2c1=O | 5 | 1
2 | O=c1[nH]c2c(c(=O)n1-c1ccccc1)CCO2 | 12 | 7
-6 | N#Cc1ccc(N[C@@H]2CCN3C(=O)c4ccccc4[C@@H]3C[C@H]2O)cc1 | -3 | 2
-5 | Cc1c(NS(=O)(=O)c2cccc(C(=O)NCc3cccc(Cl)c3)c2)c(=O)n(-c2ccccc2)n1C | 1 | 2
-9 | COc1ccc(/C=C2\SC(=S)N(CCCC(=O)N3CCN(C)CC3)C2=O)cc1OC | 7 | -2
-9 | CN1C[C@@H]2[C@@H]3C(=O)N(Cc4ccccc4)C(=O)[C@@H]3[C@](C)(C1=O)N2C(=O)c1ccc(C(C)(C)C)cc1 | -3 | 7
-3 | COc1ccc(N=Nc2cc(OC)c(N)cc2OC)cc1 | 3 | 4
-3 | CC(c1nc2scc(-c3ccccc3)c2c(=O)[nH]1)N1CCN(CC(=O)NC2CC2)CC1 (configuration not stated) | 1 | 2
-2 | COc1cccc(CN(C)C(=O)c2cccc(S(=O)(=O)Nc3cccc(C)c3)c2)c1OC | 5 | 2
-2 | CC1=CC(=O)C(C(C)=Nc2ccccc2[N+](=O)[O-])C(=O)O1 (configuration not stated) | -9 | 1
-6 | CCCCN1CC(COCc2ccccc2)Oc2cccc(NCc3ccc(OC)cc3)c2S1(=O)=O (configuration not stated) | 26 | 5
-5 | COc1ccc(S(=O)(=O)N2CCOCC2)cc1NC(=O)CSc1cc(C)ccc1C | 2 | 3
-3 | CC1CCCCN1C(=O)COC(=O)CSc1ccc(C(N)=O)cc1[N+](=O)[O-] (configuration not stated) | 4 | -2
-2 | CN(c1ccccc1)S(=O)(=O)c1cccc(C(=O)N2CCCCCC2)c1 | 6 | 2
-3 | COc1cccc(NC(=O)CN(C)C(=O)CC2CCCCC2)c1 | 3 | 0
-7 | COc1ccccc1C1CC(=O)Oc2cc(C)c(Cl)cc21 (configuration not stated) | -16 | -3
-2 | Cc1ccc(S(=O)(=O)NCCC(=O)NCCOc2ccccc2)cc1 | -4 | 3
-6 | O=C1OCCC1=Cc1ccccc1 | -8 | 0
0 | Cc1ccc(/C(O)=C2/C(=O)C(=O)N(CCCn3ccnc3)C2c2cccnc2)cc1 (configuration not stated) | -9 | 3
-3 | Cc1cc(OCC(=O)OCC(=O)c2ccc[nH]2)ccc1Cl | 14 | 3
-7 | COc1ccc(CNc2ccncc2)c(OC)c1OC | 23 | 3
-2 | Cc1ccc(S(=O)(=O)NC(CCC(N)=O)C(=O)NCc2ccc3c(c2)OCO3)c(C)c1 (configuration not stated) | 4 | -3
-7 | NC(=O)c1ncn([C@@H]2O[C@H](CNC(=O)[C@H](N)CSCc3ccccc3)[C@@H](O)[C@H]2O)n1 | 5 | 2
-3 | O=C(NN=Cc1cc(Cl)ccc1[N+](=O)[O-])c1ccco1 | 1 | 3
13* | COc1ccc2c(c1)OC(=O)CC2c1cc(OC)c(OC)c(OC)c1 (configuration not stated) | 11 | 5
-4 | Cc1cn(CC(=O)NCCc2ccccn2)c(=O)[nH]c1=O | 17 | -3
-4 | O=[N+]([O-])c1cc(F)cc(F)c1Nc1ccc(F)cc1 | -3 | 1
-7 | Nc1cc2[nH]c(=O)c3ccccc3c2cc1Br | -16 | -4
-4 | CCSc1nc2c([nH]1)c(=O)n(C)c(=S)n2C | 17 | -2
-2 | CCOc1ccc(S(=O)(=O)NCC2(N3CCCCC3)CCCCC2)cc1 | 2 | 1
3 | COc1cc(C(=O)OCC(=O)NC23CC4CC(CC(C4)C2)C3)cc(OC)c1OC | 8 | -1
2 | OC(CCN1CCC2CCC(C2)C1)c1ccc(Br)cc1 (configuration not stated) | 1 | 6
-5 | CCCCn1c(N)c(N(CCC(C)C)C(=O)COC(=O)c2ccc(CC)cc2)c(=O)[nH]c1=O | -15 | 10
-2 | COc1ccc(S(=O)(=O)N2CCCCC2)cc1NC(=O)c1c(F)cccc1Cl | -5 | 1

# Further compounds.
GalR3 antagonist | Molecule | CRFR2-BP antag | IDE cell activ
59* | CCCCC[C@@H](/C=C/C1C(=O)C=C[C@H]1C/C=C\CCCC(=O)OC)OC(C)=O (some centres not stated) | -1 | -5
-7 | CCNc1nc(NCC)n2c(SCC(=O)Nc3ccc(OC(F)F)cc3)nnc2n1 | -2 | -1
-7 | Cc1ccccc1S(=O)(=O)N1C[C@H]2CON(C)[C@H]2C[C@H]1c1cccc(Oc2ccccc2)c1 | -3 | 1
-7 | Cc1ccc(C)c(S(=O)(=O)N2CCN(C(=O)Cc3sc(C)nc3-c3ccc(F)cc3)CC2)c1 | 0 | 4
-2 | COc1ccc(CN(C)C(=O)Cn2cnc3c(NCc4ccccc4)ncnc32)cc1OC | 1 | -2
-1 | CN1CCC(CC(C(=O)N2CCCC2)(c2ccccc2)c2ccccc2)C1 (configuration not stated) | -9 | 2
-4 | O=C(NCCc1ccccc1)c1cccc(NC(=O)C2CC2)c1 | 26 | 0
-6 | COCCn1c(N)c(N(Cc2ccccc2)C(=O)c2ccc(N3CCCC3=O)cc2)c(=O)[nH]c1=O | -1 | 1
-5 | CON(C)S(=O)(=O)c1cccc(C(=O)Nc2ccc(S(=O)(=O)NC3=NCCCCC3)cc2)c1 | 3 | 3
1 | CCOC(OCC)c1nc(N)[nH]c(=O)c1CCCCc1ccccc1 | -19 | 1
-5 | COCCCNC(=O)C[C@H]1C[C@H](C(=O)N2CCOCC2)[C@@]2(CCC3CCCC3)c3[nH]c4ccc(Cl)cc4c3CCN2C1=O | -8 | 5
-4 | CCOC(=O)N(O)c1ccc(C=Cc2ccccc2)cc1 | 37 | -2
-5 | O=C(C1CCCO1)N1CCN(S(=O)(=O)c2cc(C(F)(F)F)ccc2Cl)CC1 (configuration not stated) | -11 | -1
-5 | CCN(CC(=O)Nc1ccc(NC(C)=O)cc1)C(=O)c1cn(-c2ccccc2)nc1-c1cccs1 | -10 | 0
-6 | O=C(Cc1cccc(NC(=O)C2CCCN(C(=O)C3CC3)C2)c1)Nc1cccc(C(=O)N2CCCCC2)c1 (configuration not stated) | -5 | 3
-5 | ON=C1c2ccccc2-c2ccc(Br)cc21 | 43 | 1
1 | CCOC(=O)C1=C(COC(=O)c2cc(S(=O)(=O)N3CCOCC3)ccc2F)NC(=O)NC1C (configuration not stated) | -10 | 5
-5 | O=C(c1ccco1)N1CCN(C(=O)c2cccn3c(=O)c4c5c(sc4nc23)CCCC5)CC1 | 5 | -40
-1 | COc1cccc2c1CCC1=CC(=O)CCC12C (configuration not stated) | 12 | 2
-5 | O=[N+]([O-])c1ccc(S(=O)(=O)NN=Cc2ccc(Cl)c(Cl)c2)cc1 | 5 | -2
1 | COC(=O)c1ccc(CCc2cc(O)c(Br)cc2O)cc1 | 22 | -31
-1 | CC(Oc1ccccc1Cl)C(=O)Nc1ccc(S(=O)(=O)N2CCOCC2)cc1 (configuration not stated) | 0 | 4
3 | O=C(Cc1c(F)cccc1Cl)Nc1cc(S(=O)(=O)N2CCOCC2)ccc1N1CCOCC1 | -11 | -2
-7 | O=CNc1cc2c(cc1Br)-c1ccccc1C2O (configuration not stated) | -5 | -2
-5 | C=CCn1c(SCC(=O)N(C(C)CC)C2CCS(=O)(=O)C2)nc2ccccc2c1=O (configuration not stated) | -3 | -2

# Some of the entries so far, with bars between the fields:
SMILES | GalR3 antagonist | CRFR2-BP antag | IDE cell activ
O=C(NCCc1ccccc1)c1cccc(NC(=O)C2CC2)c1 | -4 | 26 | 0
COCCn1c(N)c(N(Cc2ccccc2)C(=O)c2ccc(N3CCCC3=O)cc2)c(=O)[nH]c1=O | -6 | -1 | 1
CON(C)S(=O)(=O)c1cccc(C(=O)Nc2ccc(S(=O)(=O)NC3=NCCCCC3)cc2)c1 | -5 | 3 | 3
CCOC(OCC)c1nc(N)[nH]c(=O)c1CCCCc1ccccc1 | 1 | -19 | 1
COCCCNC(=O)C[C@H]1C[C@H](C(=O)N2CCOCC2)[C@@]2(CCC3CCCC3)c3[nH]c4ccc(Cl)cc4c3CCN2C1=O | -5 | -8 | 5
CCOC(=O)N(O)c1ccc(C=Cc2ccccc2)cc1 | -4 | 37 | -2
O=C(C1CCCO1)N1CCN(S(=O)(=O)c2cc(C(F)(F)F)ccc2Cl)CC1 (configuration not stated) | -5 | -11 | -1
CCN(CC(=O)Nc1ccc(NC(C)=O)cc1)C(=O)c1cn(-c2ccccc2)nc1-c1cccs1 | -5 | -10 | 0
O=C(Cc1cccc(NC(=O)C2CCCN(C(=O)C3CC3)C2)c1)Nc1cccc(C(=O)N2CCCCC2)c1 (configuration not stated) | -6 | -5 | 3
ON=C1c2ccccc2-c2ccc(Br)cc21 | -5 | 43 | 1
CCOC(=O)C1=C(COC(=O)c2cc(S(=O)(=O)N3CCOCC3)ccc2F)NC(=O)NC1C (configuration not stated) | 1 | -10 | 5
O=C(c1ccco1)N1CCN(C(=O)c2cccn3c(=O)c4c5c(sc4nc23)CCCC5)CC1 | -5 | 5 | -40
COc1cccc2c1CCC1=CC(=O)CCC12C (configuration not stated) | -1 | 12 | 2
O=[N+]([O-])c1ccc(S(=O)(=O)NN=Cc2ccc(Cl)c(Cl)c2)cc1 | -5 | 5 | -2

# Later entries.
GalR3 antagonist | Molecule | CRFR2-BP antag | IDE cell activ
-4 | CC(NC(=O)COC(=O)c1cc2ccccc2cc1O)c1ccccc1 (configuration not stated) | 11 | 5
-3 | O=C(NCCCn1ccnc1)c1cccc(S(=O)(=O)Nc2ccc(F)cc2)c1 | -4 | 4
-10 | CC(C)(C)c1nnc(NS(=O)(=O)c2ccc(F)cc2)s1 | 19 | 4
-6 | CN(C(=O)c1cccc(NC(=O)Cc2ccc(NC(=O)C3CCCN(C(=O)C4CC4)C3)cc2)c1)C1CCC1 (configuration not stated) | 9 | 3
-6 | O=C(Cc1ccc(NC(=O)C2CCCN(C(=O)C3CCCCC3)C2)cc1)Nc1cccc(C(=O)N2CCCC2)c1 (configuration not stated) | 8 | 3
-2 | Nc1c(N(CCC2=CCCCC2)C(=O)COc2ccc([N+](=O)[O-])cc2)c(=O)[nH]c(=O)n1Cc1ccccc1 | 12 | 2
-6 | COc1cc2c(c3ccccc13)CCCC2=O | -10 | -4
-3 | O=C(CSc1nc2ccccc2c(=O)n1CCCO)Nc1ccc2c(c1)OCCO2 | 17 | -3
6 | COc1cccc(N2CCN(CC(=O)N3CCN(S(=O)(=O)c4ccc(Cl)cc4)CC3)CC2)c1 | -3 | 1
-8 | COc1ccc(S(=O)(=O)NCc2cccnc2)cc1NC(=O)c1ccccc1C | 11 | -3
-5 | Nc1ccc2c(c1)C(=O)c1cc(Cl)c(Cl)cc1-2 | 8 | -2
16* | O=C(NC1CCCCC1c1ccccc1)c1ccccc1 (configuration not stated) | -65 | 1
-7 | Cc1ccc(C(=O)Cc2ccccc2)cc1 | 8 | -3
-2 | O=[N+]([O-])c1ccc(Oc2cccnc2)c([N+](=O)[O-])c1 | -8 | 4
-7 | COc1ccc(C)cc1NC(=O)c1cc(C2CC2)nc2c1c(C)nn2C1CCS(=O)(=O)C1 (configuration not stated) | 13 | 4
-4 | CN(CC(=O)Nc1cc(C(F)(F)F)ccc1-n1cncn1)Cc1nc2ccccc2c(=O)[nH]1 | -12 | 2
-4 | CC1CNC(=S)N(c2ccc(F)cc2)C1=O (configuration not stated) | 21 | 3
-3 | COc1cc(NCCCn2ccc(NC(=O)OCc3ccccc3)nc2=O)cc(OC)c1OC | 19 | -3
-2 | NC(=O)c1ccccc1OCC(=O)Nc1ccc2c(c1)OCCO2 | 12 | -1
-9 | CCOC(=O)c1c(NC(=O)COC(=O)CCOc2cc(C)ccc2C)sc(C(=O)N(C)C)c1C | -3 | 2
-4 | COc1cc(-c2noc(C)c2C(=O)N[C@@H](CO)Cc2ccccc2)cc(OC)c1OC | -1 | 4
-3 | CC1(C)COC(c2ccccc2Cl)OC1 | -10 | 2
